High-throughput results: PubChem, several laboratories
TMEM16A inh – blocks the mouse calcium-activated chloride channel TMEM16A. AID 588511. Q8BHY3. normalized B-score (activity score, 25-100; higher = stronger inhibition) at 10 µM. hit rate 1.2% among 310,000. HEK293 TMEM16A/YFP iodide influx fluorescence, ionomycin;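 active = ratio plate-corrected score three or more library SD toward inhibition, starting fluorescence score within five deviations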;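 note: score derived from kinetic fluorescence span divided by baseline fluorescence per well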
hERG rescue – shields human hERG channel from block by proarrhythmic agents; CHO-hERG, FluxOR thallium flux, dofetilide IC70 present; activation (rescue from dofetilide block), less the hit threshold, % at 10 µM; hit rate 0.51% among 310,000; AID 1511;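 active = activation above the mean of controls blocked by dofetilide plus 5 SD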;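 note: thallium influx through hERG after potassium depolarization seen as dye fluorescence rise; in these data hits start at about 4.7%; inactives centre near -7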
TRPC4 agonist – activators of mouse TRPC4 channel; Q9QUQ5; HEK293 TRPC4beta/mu-opioid, Fluo4 calcium fluorescence; hits give high values; B-score at 10 µM; hit rate 0.49% among 310,000;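 active = B-score above 5 SD of library B-scores, and initial fluorescence ratio not above library mean plus 5 SD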;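 note: positive B-score marks a calcium rise read as TRPC4 activation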
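Material: HEK293 stable line with TRPC4beta plus mu-opioid receptor; technique: Fluo4 calcium-sensitive dye fluorescence, kinetic, 1 Hz baseline; timing: Fluo4 dye loading 45 min at room temperature, 110 s recording; controls: assay buffer as low control, maximal DAMGO as high control; read-out: integrated baseline-normalised fluorescence ratio, converted to per-well B score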
DYRK1A inh – Dyrk1A (rat) kinase inhibition; Q63470; ADP-Glo luminescence, NFATc1 peptide; inhibition, % at 12.5 µM; hit rate 0.43% among 310,000; AID 504441; in the data active = inhibition above about 50%;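 note: plate controls were vehicle with enzyme for no effect and no enzyme for full effect; many of its hits are not listed in these tables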
KCNK9 block – human KCNK9 channel inhibition. Q9NPC2. AID 488922. HEK293 KCNK9, FluxOR thallium flux fluorescence; hits give low values. hit rate 1.2% among 310,000. B-score at 10 µM;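 active = ratio B-score over 3 SD below the library mean, with starting fluorescence within 5 SD of its mean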;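 note: negative B-score means less thallium flux so channel inhibition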
KCNQ1 act – potentiates or activates the human KCNQ1 potassium channel. P51787. CHO-K1 KCNQ1, thallium flux FluxOR fluorescence; hits give high values. hit rate 0.35% among 310,000. B-score at 10 µM;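 active = fluorescence ratio B-score, a plate-corrected score, at least three library SD, with initial intensity B-score within 5 SD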
Target sequence (P51787 whole entry, looked up): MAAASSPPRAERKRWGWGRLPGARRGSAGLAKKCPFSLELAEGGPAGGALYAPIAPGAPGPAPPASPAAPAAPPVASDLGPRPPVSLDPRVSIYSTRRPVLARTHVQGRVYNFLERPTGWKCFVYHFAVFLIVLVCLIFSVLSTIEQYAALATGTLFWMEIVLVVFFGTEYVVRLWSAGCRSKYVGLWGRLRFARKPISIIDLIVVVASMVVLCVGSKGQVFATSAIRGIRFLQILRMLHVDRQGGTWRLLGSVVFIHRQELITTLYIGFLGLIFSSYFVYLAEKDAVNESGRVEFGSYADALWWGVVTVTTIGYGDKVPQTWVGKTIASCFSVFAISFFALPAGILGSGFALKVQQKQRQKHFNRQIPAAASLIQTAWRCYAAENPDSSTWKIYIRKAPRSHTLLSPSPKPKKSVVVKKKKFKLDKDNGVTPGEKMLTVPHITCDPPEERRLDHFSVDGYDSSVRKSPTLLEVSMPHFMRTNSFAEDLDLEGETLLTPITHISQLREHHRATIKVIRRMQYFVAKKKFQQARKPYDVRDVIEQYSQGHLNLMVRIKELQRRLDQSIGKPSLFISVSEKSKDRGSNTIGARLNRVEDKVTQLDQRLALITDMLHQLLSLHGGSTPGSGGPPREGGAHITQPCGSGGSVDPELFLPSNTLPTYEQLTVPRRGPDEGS
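Test system: CHO-K1 cells stably expressing KCNQ1 / Medium: assay buffer / Also added: depolarizing K+/Tl+ stimulus, K2SO4 and Tl2SO4 each 12.5 mM in 5x stock / Incubation: 90 min dye loading and 20 min compound exposure, both at room temperature / Signal: thallium influx via FluxOR fluorescence, kinetic imaging / Evaluation: B score of baseline-normalized fluorescence ratio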
TMEM16A act – activators or potentiators of mouse TMEM16A chloride channel; B-score at 10 µM; hit rate 0.3% among 340,000; HEK293 TMEM16A/YFP-H148Q/I152L, iodide quench fluorescence; hits give low values; AID 623877;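 active = fluorescence-ratio B-score plate-corrected deviation score at least 3 library SD below zero, with starting fluorescence score within 5 deviations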;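 note: channel opened by trigger with iodide after compound preincubation; score built on the fluorescence ratio of max minus min over baseline; more negative score means more quench and so TMEM16A activation or potentiation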
KCNK3 inh – human KCNK3 channel inhibition, primary screen | O14649 | CHO-KCNK3 thallium flux, FluxOR fluorescence; hits give low values | B-score at 10 µM | hit rate 0.84% among 340,000 | AID 602410;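 active = B-score under library mean minus 4 SD, starting fluorescence ratio at most library mean plus 5 SD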;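 note: more negative B-score means stronger inhibition of thallium flux through KCNK3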
TRPC4 PAM – TRPC4 (mouse) allosteric potentiation; Q9QUQ5; HEK293 TRPC4beta/mu-opioid, DAMGO EC20, Fluo-4 Ca2+ flux; hits give high values; B-score at 10 µM; hit rate 0.42% among 310,000;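 active = B-score of calcium response area above 5 SD of library B-scores, with initial fluorescence ratio within 5 SD of library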;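 note: B-score of integrated fluorescence ratio over time as area under calcium response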
HDAC3 inhib – inhibitors of human histone deacetylase 3 | O15379 | recombinant HDAC3, fluorogenic peptide/trypsin coupled, fluorescence | inhibition, % at 8.3 µM | hit rate 0.15% among 320,000 | AID 2718; in the data active = inhibition above about 26%, passing the limit was not always enough
Target sequence (O15379 whole entry, looked up): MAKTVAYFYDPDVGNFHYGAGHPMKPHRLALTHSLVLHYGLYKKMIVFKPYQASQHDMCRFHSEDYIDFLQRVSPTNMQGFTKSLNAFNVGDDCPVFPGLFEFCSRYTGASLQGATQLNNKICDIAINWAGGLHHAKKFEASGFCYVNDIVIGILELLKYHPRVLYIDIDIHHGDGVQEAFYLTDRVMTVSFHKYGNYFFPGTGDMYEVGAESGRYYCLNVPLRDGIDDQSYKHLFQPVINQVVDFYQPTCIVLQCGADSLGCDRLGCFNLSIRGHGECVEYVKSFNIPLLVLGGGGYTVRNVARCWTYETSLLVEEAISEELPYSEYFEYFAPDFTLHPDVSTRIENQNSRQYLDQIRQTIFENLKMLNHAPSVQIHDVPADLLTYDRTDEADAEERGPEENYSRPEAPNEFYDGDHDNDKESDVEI
KCNQ1 block – blocks the human KCNQ1 potassium channel. CHO-K1 KCNQ1, FluxOR thallium flux fluorescence; hits give high values. B-score at 10 µM. P51787. hit rate 1.3% among 310,000;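 active = compounds whose thallium flux B-score, printed positive for inhibition, exceeds three library SD while starting fluorescence stays within three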;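 note: channel opened by potassium depolarization with thallium stimulus after 20 min compound exposure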
* = called active by the depositor; i = inactive; nt = not tested or not shown.

SMILES	TMEM16A inh	hERG rescue	TRPC4 agonist	DYRK1A inh	KCNK9 block	KCNQ1 act	TMEM16A act	KCNK3 inh	TRPC4 PAM	HDAC3 inhib	KCNQ1 block
COc1ccc2ccccc2c1/C=N/NC(=O)c1ccccc1F	i	-6	i	29	i	i	i	i	i	-7	i
Nc1ccccc1C(=O)NC1CCCCNC1=O (stereo not given)	i	-5	i	nt	i	i	i	i	i	-34	i
Cn1c(C(=O)NCCc2c[nH]c3ccccc23)cc2sccc21	i	-9	i	2	i	i	i	i	i	4	i
CCNC(=O)c1oc2c(c1C)C(=O)CC(C)(C)C2	i	-3	i	5	i	i	i	i	i	-2	i
COC(=O)c1ccccc1NC(=O)C1CC=CCC1C(=O)O (stereo not given)	i	-2	i	0	i	i	i	i	i	-10	i
CCN(CC)CCN1C(=O)c2ccccc2NC1c1ccc(F)cc1 (stereo not given)	i	-13	i	5	i	i	i	i	i	-25	i
COc1ccc(Br)cc1CNC(=O)CCNC(=O)Cn1ccc2ccccc2c1=O	i	-12	i	1	i	i	i	i	i	2	i
O=C(c1cnc2n(c1=O)CCS2)N(C1CCCCC1)C1CCCCC1	i	-6	i	-3	i	i	i	i	i	0	i
N/C(=N\O)c1ccc([N+](=O)[O-])s1	i	-1	i	10	i	i	i	i	i	-4	i
CC(=O)N1CCC2(CC1)C/C(=N\NC(=S)Nc1ccccc1F)c1cc(O)ccc1O2	i	-16	i	nt	i	i	i	i	i	-4	i
O=C(CCc1nnc(-c2ccccc2)o1)NC1CCCCC1	i	-16	i	-1	i	i	i	i	i	5	i
Cc1ccc(NC(=O)Cc2cccs2)cc1Cl	i	-4	i	-3	i	i	i	i	i	-12	i
CN(c1ccccc1)S(=O)(=O)c1cccc(NC(=O)CC(C)(C)C)c1	i	-5	i	-5	i	i	i	i	i	1	i
COc1ccc(C2NC(=O)Cc3cc(OC)c(OC)cc32)cc1OC (stereo not given)	i	-8	i	-12	i	i	i	i	i	3	i
Cc1cc(C)c(C)c(S(=O)(=O)N2CCC(C(=O)OCC(=O)N3c4ccccc4NC(=O)C3(C)C)CC2)c1C	i	-12	i	-5	i	i	i	i	i	3	i
COc1ccc2c(c1)C(=O)C(=O)N2	i	-6	i	-1	i	i	i	i	i	-15	i
CCN(CC)c1ccc(NC(=O)C2CC3CCC2C3)cc1 (stereo not given)	i	-6	i	4	i	i	i	i	i	-5	i
CCC(=Nc1ccccc1)C1=C(O)CCCC1=O	i	-8	i	nt	i	i	i	i	i	3	i
CS(=O)(=O)Nc1ccccc1C(=O)Nc1cc(Cl)cc(Cl)c1	i	-6	i	-1	i	i	i	i	i	-5	i
CC(=O)c1sc2nc(SCC(=O)N3CCCCC3)[nH]c(=O)c2c1C	i	-6	i	10	i	i	i	i	i	0	i
N#Cc1sc(=O)[nH]c1Cl	i	-4	i	7	i	i	i	i	i	-14	i
Cc1nonc1CN(C)C(=O)CC1C(=O)NCCN1Cc1ccc(F)c(F)c1 (stereo not given)	i	-10	i	-6	i	i	i	i	i	-5	i
O=C(O)CCCCCNS(=O)(=O)c1ccc2c(c1)OCCO2	i	-20	i	-3	i	i	i	i	i	12	i
Nc1c(C(=O)c2ccc(Cl)cc2)sc2nc3c(cc12)CCC3	i	-10	i	-3	i	i	i	i	i	-6	i
CC(NC(=O)COc1ccc(S(=O)(=O)N2CCCC2)cc1)c1ccccc1 (stereo not given)	i	-2	i	-4	i	i	i	i	i	-3	i

Quoted at random: 2 compounds from above
SMILES	TMEM16A inh	hERG rescue	TRPC4 agonist	DYRK1A inh	KCNK9 block	KCNQ1 act	TMEM16A act	KCNK3 inh	TRPC4 PAM	HDAC3 inhib	KCNQ1 block
COc1ccc2ccccc2c1/C=N/NC(=O)c1ccccc1F	i	-6	i	29	i	i	i	i	i	-7	i
CN(c1ccccc1)S(=O)(=O)c1cccc(NC(=O)CC(C)(C)C)c1	i	-5	i	-5	i	i	i	i	i	1	i

Continued:
SMILES	TMEM16A inh	hERG rescue	TRPC4 agonist	DYRK1A inh	KCNK9 block	KCNQ1 act	TMEM16A act	KCNK3 inh	TRPC4 PAM	HDAC3 inhib	KCNQ1 block
O=C(NCC(=O)N(c1ccccc1)C(C(=O)NCC1CCCO1)c1ccccc1)c1ccco1 (stereo not given)	i	-18	i	-1	i	i	i	i	i	nt	i
CCn1c(SC(C)C(=O)O)nnc1-c1cccnc1 (stereo not given)	i	-6	i	3	i	i	i	i	i	-5	i
Cc1cc(C)n2nc(CCCCc3nc4nc(C)cc(C)n4n3)nc2n1	i	-4	i	nt	i	i	nt	nt	i	3	i
CCN1CCN(CC(=O)N2c3ccccc3Sc3ccccc32)CC1	i	-3	i	-2	i	i	i	i	i	-2	i
O=C1CC(c2ccco2)Cc2nc(N3CCc4ccccc4C3)ncc21 (stereo not given)	i	-10	i	0	i	i	i	i	i	3	i
Cc1nn(Cc2ccccc2)c(C)c1NC(=O)c1cc(-c2ccco2)on1	i	-10	i	-4	i	i	i	i	i	3	i
COc1ccc(CNc2nnnn2C)c(OC)c1	i	0	i	8	i	i	i	i	i	2	i
CC(OC(=O)Cc1coc2ccc3ccccc3c12)C(=O)NC(N)=O (stereo not given)	i	-16	i	-1	i	i	i	i	i	12	i
COc1cc(C2C(C#N)=C(N)Oc3cc(C)oc(=O)c32)ccc1OC(=O)N1CCOCC1 (stereo not given)	i	-11	i	-5	i	i	i	i	i	-1	i
Cc1ccc(C(=O)N(Cc2ccc3c(c2)OCO3)Cc2nc3ccccc3c(=O)[nH]2)cc1	i	-9	i	0	i	i	i	i	i	2	i
CSCC[C@H](NC(=O)c1ccc(Cl)c(S(=O)(=O)N2CCCC2)c1)c1nc2ccccc2[nH]1	i	0	i	-7	i	i	i	-11*	i	1	i
COc1cccc(CN(C(=O)Cc2c[nH]c3ccccc23)C(C(=O)NC2CCCCC2)c2ccc(C)o2)c1 (stereo not given)	i	-7	i	-5	i	i	i	i	i	16	i
Cc1nc(SCC(=O)N2c3ccccc3Sc3ccccc32)n[nH]1	i	-7	i	nt	i	i	i	i	i	4	i
COc1cc(C(=O)O/N=C(\N)Cc2ccc([N+](=O)[O-])cc2)cc(OC)c1OC	i	-5	i	nt	i	i	i	i	i	-6	i
CCOC(=O)c1ccccc1NC(=O)c1nc2nccc(C)n2n1	25*	-7	i	-3	i	i	i	i	i	7	i
CCCCCCNC(=O)CCCCCNS(=O)(=O)c1ccc(Br)cc1	i	-12	i	-9	i	i	i	i	i	-1	i
CCN(C(=O)CSc1nc2ccccc2n1CCc1ccccc1)C1CCS(=O)(=O)C1 (stereo not given)	i	-12	i	2	i	i	i	i	i	-1	i
NC(=O)/C(=C/c1ccco1)NC(=O)c1ccc(Br)o1	i	-5	i	0	i	i	i	i	i	-2	i
O=C(Cn1ccc2ccccc2c1=O)NCC(=O)N1CCCCC1	i	-9	i	2	i	i	i	i	i	-4	i
Cc1nc(-c2ccc(Cl)cc2)sc1C(=O)O	i	-6	i	nt	i	i	i	i	i	-3	i
CC(C)c1csc(CN2CCN(Cc3ccc(F)cc3)C(CCO)C2)n1 (stereo not given)	i	-7	i	-4	i	i	i	i	i	5	i
CN1CCC(NC(=O)NC2CCCCC2)CC1	i	-10	i	-10	i	i	i	i	i	4	i
CC(C)(C)NC(=O)c1nc2ccccc2s1	i	-5	i	5	i	i	i	i	i	nt	i
O=C(O)/C=C/c1cccc(NC(=O)c2ccc(Cl)cc2)c1	i	-9	i	2	i	i	i	i	i	5	i
O=C(Oc1ccc(F)cc1)c1cccnc1	i	-5	i	-1	i	i	i	i	i	3	i

Single entries from the entries so far.
`COc1cc(C(=O)O/N=C(\N)Cc2ccc([N+](=O)[O-])cc2)cc(OC)c1OC` in HDAC3 inhib shows -6
`CCn1c(SC(C)C(=O)O)nnc1-c1cccnc1` (stereo not given) in hERG rescue shows -6

Next records:
SMILES	TMEM16A inh	hERG rescue	TRPC4 agonist	DYRK1A inh	KCNK9 block	KCNQ1 act	TMEM16A act	KCNK3 inh	TRPC4 PAM	HDAC3 inhib	KCNQ1 block
CCN(C(=O)COC(=O)CNC(=O)c1cccc(C)c1)c1c(N)n(Cc2ccccc2)c(=O)[nH]c1=O	i	-3	i	-5	i	i	i	i	i	-2	i
Cc1cc(C)nc(SCC(=O)c2ccc(Cl)cc2)n1	i	-8	i	4	i	i	i	i	i	0	i
COc1cccc(NC(=O)C2c3cc(OC)c(OC)cc3C(=O)N(C)C2c2cccnc2)c1 (stereo not given)	i	-7	i	-4	i	i	i	i	i	36*	i
Cc1sc2nc3n(c(=O)c2c1C)CCCCC3	i	-6	i	1	i	i	i	i	i	-2	i
CCOC(=O)CCc1c(C)c2ccc(OCc3cc([N+](=O)[O-])ccc3OC)cc2oc1=O	i	-6	i	5	i	i	i	i	i	0	i
COC(=O)C(Cc1ccccc1)NC(=O)c1ccc(C)cc1 (stereo not given)	i	-9	i	4	i	i	i	i	i	-3	i
O=C(CN1CCC2(CC1)OCCO2)c1ccc2cc[nH]c2c1	i	-7	i	6	i	i	i	i	i	-9	i
O=C1C2C3C=CC(CC3)C2C(=O)N1c1nccs1 (stereo not given)	i	-11	i	0	i	i	i	i	i	2	i
c1ccc2c(c1)Oc1cccc3cccc-2c13	i	-5	i	-7	i	i	i	i	i	-64	i
C=CCSc1nc2ccccc2n1S(=O)(=O)c1ccc(C)cc1	i	nt	nt	6	nt	nt	i	i	nt	-4	nt
Cc1cc(C)cc(N2CN=C3SCC(=O)N3C2)c1	i	-3	i	-2	i	i	i	i	i	-1	i
Cc1ccc(C(C)C)c(OCc2nnc(SCC(=O)Nc3nccs3)n2C)c1	i	-12	i	-1	i	i	i	i	i	4	i
COc1cccc(CN2CC(C(=O)N(C)Cc3ccc(C)cc3)CCC2=O)c1 (stereo not given)	i	-11	i	-2	i	i	i	i	i	8	i
CC(C)c1c(C(=O)N/N=C/C2CC=CCC2)nnn1-c1nonc1N (stereo not given)	i	-7	i	2	i	i	i	i	i	-1	i
O=S(=O)(Cc1cccc(C(F)(F)F)c1)c1ncn[nH]1	i	-18	i	-1	i	i	i	i	i	1	i
O=C(CSc1nnnn1-c1ccccc1)Nc1ncc2c(n1)CC(c1ccccc1)CC2=O (stereo not given)	i	-8	i	-7	i	i	i	i	i	2	i
CCOC(=O)c1c(C)cc(C)n2c1nc1ccccc12	i	-14	i	2	i	i	i	i	i	-6	i
Cc1cc(C(=O)N2CCc3ccccc32)c2cc(F)ccc2n1	i	-7	i	7	i	i	i	i	i	0	i
COc1cccc(/C=N\Nc2nncc(-c3ccccc3)n2)c1	i	nt	nt	-2	nt	nt	i	i	nt	0	nt

Some of the compounds tested; rates above refer to the full screens.
